Bioassay records (PubChem BioAssay)
RNase H inhibition = RNase H inhibition, HIV 1 Gag Pol polyprotein, FRET biochemical assay, screening (AID 372). inhibition, % at 10 µM, or IC50 in µM where a hit was titrated. HIV-1 RT RNase H, FRET RNA/DNA substrate fluorescence; higher % means a stronger effect. actives 0.77% (n = 100,000); in the data active = inhibition above about 50%
* hit, by the source's call.

SMILES | RNase H inhibition
COc1ccc(CN2CCN(C(=O)c3cccs3)CC2)cc1Br | 4%
COC(=O)C1=C(C)N(Cc2cccnc2)C(=O)/C1=C\c1ccc(Br)cc1 | 14%
CC(=O)C1(O)C(C)CC2C3CCC4CC(O)CCC4(C)C3=CCC21C (stereo not drawn) | 6%
CC(=O)CC(=O)NCc1ccccc1Cl | 0%
c1ccc2c(c1)CC1(CCCCC1)n1nnnc1-2 | 1%
Cc1ccc(C=Nc2ccc(-c3ccc(N=Cc4ccc(C)o4)c(C)c3)cc2C)o1 | 8%
Cc1ccc(C)c(S(=O)(=O)Nc2c(C)n(C)n(-c3ccccc3)c2=O)c1 | 8%
CCc1cccc(C)c1NC(=O)c1c(Cl)ccc(Cl)c1OC | 11%
O=C(Cc1ccccc1)N1N=C(c2cccc(Br)c2)CC1(O)C(F)(F)F (stereo not drawn) | 29%
Clc1ccc(-n2c(SCc3nc4ccccc4[nH]3)nnc2-c2ccccc2)cc1 | 8%
CCCCCCCCCCCC(=O)NC1CCS(=O)(=O)C1 (stereo not drawn) | 6%
Cc1ccc(C(=O)c2ccc(N3CCN(C(=O)c4cccc(F)c4)CC3)c(F)c2)cc1C | 12%
O=C(Nc1cccc(OC(F)(F)F)c1)c1ccc(-c2ccc(Cl)cc2Cl)o1 | 8%
CCOC(=O)C1=C(C)N=c2s/c(=C\c3ccc(-c4ccc([N+](=O)[O-])cc4C)o3)c(=O)n2C1c1ccc(N(C)C)cc1 (stereo not drawn) | 26%
COc1cccc(NC(=O)CN(c2cccc(C(F)(F)F)c2)S(C)(=O)=O)c1 | 6%
Cc1c(Cl)cccc1N(CC(=O)Nc1cc(Cl)cc(Cl)c1)S(C)(=O)=O | 16%
CC(=O)C1=C(C)NC(SCC=C(C)C)=C(C#N)C1c1cccs1 (stereo not drawn) | 14%
CCC(C(=O)Nc1nc(-c2ccccc2)c(C)s1)c1ccccc1 (stereo not drawn) | 10%
C#CCOc1ccc(Cl)cc1/C=C1/C(=O)NC(=O)N(c2ccccc2F)C1=O | 0%
COc1ccc(-c2cc(C(=O)NCCc3ccccc3)c3ccccc3n2)c(OC)c1 | 3%
COc1ccc2nc(NC(=O)c3ccccc3OC)sc2c1 | 4%
CCCCOC(=O)c1sc2nc(N)c(C#N)c(-c3ccc(OC)c(OC)c3)c2c1N | 15%
Cc1ccc(N2C(=O)C3C(C2=O)N2CCCN2C3c2ccccc2)cc1 (stereo not drawn) | 7%
Cc1ccc(-c2nc3cccnc3o2)cc1NC(=O)COc1ccc(C(C)(C)C)cc1 | 20%
O=C(/C=C/c1ccco1)NC(=S)NCc1ccccc1 | 37%

Compounds from the list above containing four or more nitrogen atoms:
SMILES | RNase H inhibition
c1ccc2c(c1)CC1(CCCCC1)n1nnnc1-2 | 1%
Clc1ccc(-n2c(SCc3nc4ccccc4[nH]3)nnc2-c2ccccc2)cc1 | 8%
CCOC(=O)C1=C(C)N=c2s/c(=C\c3ccc(-c4ccc([N+](=O)[O-])cc4C)o3)c(=O)n2C1c1ccc(N(C)C)cc1 (stereo not drawn) | 26%
CCCCOC(=O)c1sc2nc(N)c(C#N)c(-c3ccc(OC)c(OC)c3)c2c1N | 15%

Looked up above:
CCCCOC(=O)c1sc2nc(N)c(C#N)c(-c3ccc(OC)c(OC)c3)c2c1N @ RNase H inhibition = 15%
C#CCOc1ccc(Cl)cc1/C=C1/C(=O)NC(=O)N(c2ccccc2F)C1=O @ RNase H inhibition = 0%

The list goes on:
SMILES | RNase H inhibition
CC(Nc1n[nH]c(=O)[nH]c1=O)C(=O)N/N=C/c1ccccc1Br (stereo not drawn) | 15%
O=C1C(c2ccccc2)=C(O)c2ccccc21 | 8%
O=C(NCCCCc1ccccc1)c1ccccc1Br | 0%
COc1cccc(/C=N/NC(=O)C(=O)NC(C)c2ccccc2)c1 (stereo not drawn) | 10%
O=C1NC(=S)N/C1=C\c1ccc(N2CCCCC2)cc1 | 21%
CCCCNCCCCOc1cccc(C)c1 | 3%
CCOC(=O)c1c(NC(=O)/C=C/c2ccc(C)o2)sc(C)c1C | 30%
CCc1nnc(NC(=O)CCc2ccccc2)s1 | 10%
CCN(CC)c1ccc(Nc2cc(C)nc3ncnn23)cc1 | 4%
CCOC(=O)c1ccccc1NC(=O)c1cc(-c2ccccc2C)nc2ccccc12 | 8%
CCOC(=O)COc1ccc(/C=C/[N+](=O)[O-])c(OCC(=O)OCC)c1 | 6%
CCCCCOC(=O)C1=C(C)NC2=C(C(=O)CCC2)C1c1ccccc1Cl (stereo not drawn) | 4%
CC(=O)NS(=O)(=O)c1ccc(NC(=O)CCCOc2ccc(Cl)cc2Cl)cc1 | 20%
Cc1cc(I)ccc1NC(=O)COc1ccc(C(C)C)cc1 | 14%
CCc1ccc(N2CC(C(=O)Nc3ccc(I)cc3)CC2=O)cc1 (stereo not drawn) | 11%
Cc1cc(NC(=O)CCCOc2ccc(Cl)cc2Cl)ccc1Br | 0%
O=C(Oc1ccccc1)C1=CC2C3C(=O)N(c4ccccc4Cl)C(=O)C3C1C1C(=O)N(c3ccccc3Cl)C(=O)C21 (stereo not drawn) | 14%
NNC(=O)COc1ccc(Oc2ccccc2)cc1 | 9%
O=C(NNC(=O)c1ccc(Cl)cc1Cl)c1ccco1 | 7%
COc1ccc(C2(CNC(=O)/C=C/c3ccccc3)CCCC2)cc1OC | 9%
Cn1cccc1CN1CCN(Cc2cc(Br)ccc2O)CC1 | 13%
CC1CCc2c(sc(NC(=O)c3ccco3)c2C(=O)Nc2ccc(Br)cc2)C1 (stereo not drawn) | 23%
O=C(c1cccs1)N(CCN(C(=O)c1cccs1)c1ccccc1)c1ccccc1 | 10%
Nc1nnc(SCc2ccccc2F)s1 | 12%
COc1cc(/C=C2\C(=O)NC(=O)N(c3ccc(Cl)cc3)C2=O)ccc1O | 17%

Next part
SMILES | RNase H inhibition
COC(=O)C1=C(C)NC(=S)NC1c1ccc(OC(C)C)cc1 (stereo not drawn) | 5%
C#CCOc1ccc(/C=C2\C(=O)NC(=S)N(c3ccc(Br)cc3)C2=O)cc1OCC | 11%
O=C1c2cccc3cccc(c23)C(=O)N1CCS(=O)(=O)OCC(F)(F)C(F)F | 0%
N/C(=N\OC(=O)COc1ccc2ccccc2c1)c1ccncc1 | 1%
COc1ccc(/C=C2\SC(=O)N(CC(=O)Nc3ccc(C)cc3C)C2=O)cc1 | 10%
Cc1ccc(Nc2nc(-c3ccccc3O)nc3ccccc23)cc1 | 4%
Cc1ccc([N+](=O)[O-])cc1S(=O)(=O)n1cnc2ccccc21 | 22%
COc1cc(Br)c(/C=C2/SC(=S)NC2=O)cc1OC | 10%
COc1ccc(OC(C)C(=O)Nc2ccc(N(C)C)cc2)cc1 (stereo not drawn) | 20%
CN(C)c1ccc(-c2nc(-c3ccco3)cc(=O)o2)cc1 | 15%
O=C(NCc1ccco1)C(=O)N/N=C/c1ccccc1F | 0%
CC1=NN(c2ccccc2)C(=O)/C1=C/c1ccc(OC2CSC2)cc1 | 24%
CC(=O)C(C(C)=O)C1=CC(=O)C(=O)c2ccccc21 | 8%
CC1=C(C(=O)OCC2CCCO2)C(c2coc3ccccc3c2=O)C2=C(CCCC2=O)N1 (stereo not drawn) | 1%
CC(C)CNC(=O)NC1C(NC(=O)NCC(C)C)N(C)C(=O)N1C (stereo not drawn) | 0%
COc1ccc(/C=N/OC(C)=O)c(OC)c1 | 2%
Cc1ccc(Nc2nc(-c3ccc(Cl)cc3)cs2)cc1 | 9%
O=C(COc1ccc([N+](=O)[O-])cc1)NNC(=O)c1ccc([N+](=O)[O-])cc1 | 9%
O=C(Nc1nnc(Cc2cccc(Br)c2)s1)Nc1ccc(Cl)cc1Cl | 23%
COc1ccc(OC)c(-c2nc3c(c(C)nn3-c3ccccc3)c3cc(OC)c(OC)cc23)c1 | 0%
CCOC(=O)C1=C(C)NC2=C(C(=O)CC(c3ccc(Cl)cc3)C2)C1c1ccc2c(c1)OCO2 (stereo not drawn) | 6%
COc1ccc(OC)c(NC(=O)Cc2ccc([N+](=O)[O-])cc2)c1 | 10%
O=C(CCc1ccccc1)Nc1c(F)c(F)c(F)c(F)c1F | 1%
Brc1ccc2ncnc(Nc3ccc4c(c3)OCCO4)c2c1 | 7%
Cc1ccc(NC(=O)CC(C)(C)C)cc1 | 12%

The closing 6 compounds of the section before come first, to join the parts:
SMILES | RNase H inhibition
COc1ccc(OC)c(-c2nc3c(c(C)nn3-c3ccccc3)c3cc(OC)c(OC)cc23)c1 | 0%
CCOC(=O)C1=C(C)NC2=C(C(=O)CC(c3ccc(Cl)cc3)C2)C1c1ccc2c(c1)OCO2 (stereo not drawn) | 6%
COc1ccc(OC)c(NC(=O)Cc2ccc([N+](=O)[O-])cc2)c1 | 10%
O=C(CCc1ccccc1)Nc1c(F)c(F)c(F)c(F)c1F | 1%
Brc1ccc2ncnc(Nc3ccc4c(c3)OCCO4)c2c1 | 7%
Cc1ccc(NC(=O)CC(C)(C)C)cc1 | 12%
Cc1ccc(C(=O)Nc2ccccc2[N+](=O)[O-])cc1 | 0%
O=C(NC(=S)Nc1ccc(Cl)cc1Cl)c1cccc(F)c1 | 15%
O=C1C2C(C(=O)N1/N=C/c1ccc(-c3cc(Cl)ccc3Cl)o1)C1C=CC2C12CC2 (stereo not drawn) | 10%
O=C(/C=C/c1ccc([N+](=O)[O-])cc1)N1CCN(CCN2C(=O)c3cccc4cccc(c34)C2=O)CC1 | 0%
COc1ccc(N(CC(=O)NCc2ccccc2C)S(C)(=O)=O)cc1Cl | 17%
Clc1cccc(OCCCn2ccnc2)c1 | 0%
Cc1ccc(/C=C/C(=O)NC2CCS(=O)(=O)C2)cc1 (stereo not drawn) | 5%
Cc1ccc(-c2ccc(C=O)o2)c(Br)c1 | 29%
Cc1ccc(N=Cc2ccc([N+](=O)[O-])cc2)cc1F | 8%
COc1ccc(C2CC(c3cccs3)=NN2c2ccc(C=O)cc2)cc1 (stereo not drawn) | 0%
O=C(Nc1sc2c(c1CN1CCCCCC1)CCCC2)c1ccccc1 | 11%
CCOc1cc(/C=N\NC(=O)c2ccc([N+](=O)[O-])cc2)ccc1OC(=O)c1cccs1 | 6%
N=C1/C(=C/c2ccc(-c3cccc([N+](=O)[O-])c3)o2)C(=O)N=C2SC(c3ccccc3)=NN12 | 17%
O=C(c1ccccc1F)N1CCN(c2ccc([N+](=O)[O-])cc2F)CC1 | 3%
COc1cc(/C=N/NC(=O)COc2cccc(C)c2)cc([N+](=O)[O-])c1O | 12%
Cc1[nH]n(-c2ccccc2)c(=O)c1/C=N/Nc1ccc([N+](=O)[O-])cc1 | 10%
CC1=C(C)CC2C(=O)N(c3cccc4ccccc34)C(=O)C2C1 (stereo not drawn) | 15%
CN1C(=O)C(=Cc2ccco2)C(=O)N(C)C1=S | 61%*
CN(C)CCCOC(=O)c1ccc(Cl)cc1Cl | 1%
Cc1ccc(-n2c(SCC(=O)N3CCOCC3)nc(O)c(Cc3ccccc3)c2=O)cc1 | 13%
O=C(CN1C(=O)C2(OCCO2)c2cc(Br)ccc21)c1ccc(Br)cc1 | 13%
O=Cc1cn[nH]c1-c1ccc(Cl)cc1 | 6%
COc1cc2c(cc1OC)CN(Cc1cc(OC)c3c(c1)OCO3)CC2 | 10%
COc1c(Cl)cc(C(=O)Nc2cccc(Cl)c2C)cc1Cl | 4%
NC(=O)C(=O)Nc1ccc2c(c1)OCCO2 | 7%

Filtered by structure: the entries above with a tert-butyl group.
SMILES | RNase H inhibition
Cc1ccc(-c2nc3cccnc3o2)cc1NC(=O)COc1ccc(C(C)(C)C)cc1 | 20%
Cc1ccc(NC(=O)CC(C)(C)C)cc1 | 12%

Additional entries follow:
SMILES | RNase H inhibition
CC(C(=O)N1c2ccccc2CCc2ccccc21)N1C(=O)c2ccccc2C1=O (stereo not drawn) | 13%
CC1=C(C(=O)Nc2ccc(C)cc2)C(c2ccccc2Br)NC(=S)N1 (stereo not drawn) | 13%
O=[N+]([O-])c1cccc(C2Nc3c(cccc3[N+](=O)[O-])C3C=CCC32)c1 (stereo not drawn) | 39%
COc1ccc2c(c1)nc(SCC(=O)N/N=C/c1ccc(N(C)C)cc1)n2C | 10%
CCCC1=NN2C(=N)/C(=C/c3ccc(-c4ccc(F)cc4)o3)C(=O)N=C2S1 | 4%
O=C(NCc1ccccc1)c1cc2nc(-c3ccccc3)cc(C(F)(F)F)n2n1 | 7%
COc1cc(OC)c(OC)cc1CN1CCN(C(=O)c2cc(OC)c(OC)c(OC)c2)CC1 | 3%
COc1cccc2cc(C(=O)Nn3cnnc3)c(=O)oc12 | 0%
COc1ccc(C(=O)Nc2ccc(-c3nc4cc(Cl)ccc4o3)cc2)cc1Br | 5%
N#C/C(=C\c1ccc(-c2cccc(Cl)c2Cl)o1)C(=O)NCc1ccco1 | 4%
Cc1ccc(C(=O)NC(=S)Nc2ccc3oc(-c4ccc(Cl)cc4)nc3c2)cc1C | 8%
CN(C)c1nc(N(C)C)nc(N2CC(=O)N(N)C2=N)n1 | 11%
Cc1c(Cl)cccc1N=Cc1c(O)[nH]c2ccccc12 | 0%
C=CCC1(O)C(C)C(c2ccccc2)N(C)C(c2ccccc2)C1C (stereo not drawn) | 2%
CC(=O)c1cccc(NC(=O)Nc2ccc(Cl)c(Cl)c2)c1 | 3%
CCOC(=O)C(CCOCCOc1ccc(Cl)cc1C)C(=O)OCC | 1%
CCCCCCCCCCCCCCCCCC(=O)NN=C1CC(C)(C)NC(C)(C)C1 | 7%
O=C(COc1ccc2ccccc2c1)Nn1cnnc1 | 7%
COc1ccc(C(=O)N2CCN(C(=O)c3ccncc3)CC2)cc1 | 2%
O=C(NCc1ccccc1)C(=O)Nc1cccc(Br)c1 | 15%
Cc1ccc(N2C(=O)c3ccccc3NC2c2cccc(O)c2)cc1 (stereo not drawn) | 9%
COCC(C)NC(=O)c1ccc([N+](=O)[O-])cc1 (stereo not drawn) | 3%
Fc1ccc(-c2csc(Nc3ccc(Cl)cc3)n2)cc1 | 29%
O=C(O)CCCCCN1C(=O)C(=O)/C(=C(\O)c2ccc(Br)cc2)C1c1ccc(F)cc1 (stereo not drawn) | 0%
Cc1ccc(SCc2cc(=O)[nH]c(SCC(=O)Nc3ccc(Cl)cc3C)n2)cc1 | 15%
CC(=O)c1cccc(NC(=O)/C=C/c2ccc(Cl)cc2Cl)c1 | 3%
CC(=O)CC(=O)Nc1ccccc1F | 0%
N#Cc1ccc(C=Nc2ccc(S(N)(=O)=O)cc2)cc1 | 13%

Only part of the results is shown; rates above refer to the full screens.
